Source: PubChem BioAssay (The Scripps Research Institute Molecular Screening Center)
PAD4 inh: blocks human protein arginine deiminase 4. inhibition, % at 6.36 µM. Q9UM07. recombinant PAD4, RCA probe fluorescence polarization. 330,000 compounds, 0.41% hits. AID 485272;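 active = percent inhibition above a cutoff equal to the mean of all tested compounds plus 3 SD, cut at about 15% in these data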;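 also: 0% = PAD4 with RCA probe and DMSO and 100% = probe without PAD4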
Target sequence (Q9UM07 whole entry, looked up): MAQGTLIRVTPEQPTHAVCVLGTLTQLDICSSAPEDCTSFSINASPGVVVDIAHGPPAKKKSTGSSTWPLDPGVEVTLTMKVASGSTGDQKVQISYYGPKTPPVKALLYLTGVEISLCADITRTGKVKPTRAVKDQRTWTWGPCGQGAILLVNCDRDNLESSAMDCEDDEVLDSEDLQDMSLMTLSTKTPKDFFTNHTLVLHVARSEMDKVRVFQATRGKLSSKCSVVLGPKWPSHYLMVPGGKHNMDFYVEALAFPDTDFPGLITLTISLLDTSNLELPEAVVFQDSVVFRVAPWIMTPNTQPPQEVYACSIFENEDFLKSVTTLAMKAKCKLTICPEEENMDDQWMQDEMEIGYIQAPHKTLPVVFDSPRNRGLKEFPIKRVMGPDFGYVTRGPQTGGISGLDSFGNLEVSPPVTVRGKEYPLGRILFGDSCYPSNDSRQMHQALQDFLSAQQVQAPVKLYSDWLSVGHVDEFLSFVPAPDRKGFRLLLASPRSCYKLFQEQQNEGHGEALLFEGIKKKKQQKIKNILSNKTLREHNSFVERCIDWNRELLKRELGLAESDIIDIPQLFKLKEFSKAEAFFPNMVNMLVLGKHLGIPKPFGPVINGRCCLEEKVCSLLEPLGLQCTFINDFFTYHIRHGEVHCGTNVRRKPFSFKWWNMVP
LYPLA2 counter: blocks human lysophospholipase 2, a PME1 counter-screen; O95372; recombinant LYPLA2, FP-Rh probe fluorescence polarization; inhibition, % at 5.9 µM; 320,000 compounds, 0.38% hits; AID 2177;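 active = inhibition above the screen-wide mean plus 3 SD, limit set per campaign, cut at about 26% in these data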;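 also: 0% = LYPLA2 with DMSO and 100% = wells lacking LYPLA2 enzyme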
Target sequence (O95372 whole entry, looked up): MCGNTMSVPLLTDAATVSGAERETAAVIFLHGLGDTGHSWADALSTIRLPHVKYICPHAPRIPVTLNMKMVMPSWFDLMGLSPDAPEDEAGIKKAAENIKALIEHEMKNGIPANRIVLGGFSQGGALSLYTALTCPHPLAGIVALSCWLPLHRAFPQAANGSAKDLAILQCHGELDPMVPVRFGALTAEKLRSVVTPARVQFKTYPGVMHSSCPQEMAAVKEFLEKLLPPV
PAFAH1B3 FP inh: blocks human PAF acetylhydrolase 1B catalytic subunit 3; Q15102; 340,000 compounds, 0.28% hits; recombinant PAFAH1B3, FP-rhodamine probe, fluorescence polarization; inhibition, % at 3.39 µM;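 active = inhibition above the screen-wide average of all tested compounds plus 3 SD, cut at about 25% in these data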;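 also: 0% = enzyme with DMSO only and 100% = wells lacking PAFAH1B3 protein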
PAFAH1B2 FP inh: blocks human PAF acetylhydrolase 1b catalytic subunit 2; P68402; recombinant PAFAH1B2, FP-rhodamine activity probe, fluorescence polarization; inhibition, % at 3.39 µM; 340,000 compounds, 1.2% hits;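 active = inhibition above the mean of all tested compounds plus 3 SD, cut at about 24% in these data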;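 also: 0% = enzyme with DMSO and 100% = wells lacking PAFAH1B2; many of its hits are not listed in these tables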
GSTO1 inh: counter-screen for RBBP9 inhibitors: inhibitors of human GSTO1; P78417; recombinant GSTO1, activity-based probe fluorescence polarization; inhibition, % at 5.96 µM; 300,000 compounds, 1.1% hits;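 active = inhibition above the campaign mean inhibition plus 3 SD, cut at about 35% in these data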;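 also: 0% = GSTO1-1 with DMSO and 100% = wells lacking GSTO1-1 enzyme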
pPAFAH FP inh: inhibitors of human plasma PAF acetylhydrolase (pPAFAH). Q13093. recombinant pPAFAH, FP-rhodamine probe fluorescence polarization. inhibition, % at 3.39 µM. 330,000 compounds, 1.5% hits. AID 463082;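 active = inhibition above the mean inhibition across the screen plus 3 SD, cut at about 25% in these data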;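 also: inhibitors block binding of the rhodamine activity-based probe so polarization drops; 0% = enzyme with DMSO and 100% = wells lacking pPAFAH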
PAFAH2 inh: inhibitors of human PAFAH2; recombinant PAFAH2, FP-rhodamine activity probe, fluorescence polarization; 340,000 compounds, 0.99% hits; Q99487; inhibition, % at 3.39 µM; AID 492956;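 active = inhibition above the mean over all tested compounds plus 3 SD, cut at about 30% in these data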;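 also: inhibitors block probe labeling of enzyme so polarization drops; 0% = enzyme with DMSO and 100% = wells lacking PAFAH2 protein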
LYPLA1 inh: blocks human lysophospholipase 1, a PME1 counter-screen | recombinant LYPLA1, FP-Rh probe fluorescence polarization | 320,000 compounds, 0.16% hits | AID 2174 | O75608 | inhibition, % at 5.9 µM;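 active = inhibition above the mean of all tested compounds plus 3 SD, set per campaign, cut at about 14% in these data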;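 also: inhibitors block serine hydrolase probe labeling of LYPLA1 so polarization falls; 0% = enzyme with DMSO and 100% = wells lacking LYPLA1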
PREPL inhibitor: inhibits the human prolyl oligopeptidase-like enzyme | Q4J6C6 | recombinant PREPL, fluorescence polarization activity-based probe | inhibition, % at 5.96 µM | 320,000 compounds, 0.68% hits | AID 2751; in the data active = inhibition above about 43%;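 also: 0% = enzyme with DMSO and 100% = wells lacking enzyme; many of its hits are not listed in these tables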
* marks the source's active call; other numbers are inactive results; . = no result given.

Order of values – pPAFAH FP inh	LYPLA2 counter	PAFAH2 inh	PAD4 inh	PAFAH1B2 FP inh	GSTO1 inh	PAFAH1B3 FP inh	PREPL inhibitor	LYPLA1 inh
[1] COc1cc(/C=C/C(=O)O)cc(S(=O)(=O)Nc2cccc(SC)c2)c1OC
  1	3	4	-7	3	18	-3	-4	0
[2] O=C(NCCCn1ccnc1)c1ccc(C(F)(F)F)cc1
  -1	7	-5	-4	11	-1	6	-13	-1
[3] Cc1n[nH]c(=O)c2c(NC(=O)CSc3cc(Cl)ccc3Cl)oc(C)c12
  -1	7	3	-3	7	.	3	1	4
[4] Cc1ccc(C(=O)NNCC(=O)Nc2ccc(Cl)cc2F)cc1
  5	.	5	2	-5	.	-1	-1	.
[5] CC(C)(C)OC(=O)N/N=C\c1ccc(OC(=O)c2cccs2)cc1
  3	2	7	-1	0	-2	5	11	1
[6] CCN(CC)S(=O)(=O)c1cccc(-c2nnc(SCC(=O)NC3CCCCCCC3)n2N)c1
  2	2	5	-2	5	-8	5	-14	0
[7] COC(=O)c1ccc(N=NN2CCCCCC2)cc1
  -3	-1	-6	-4	8	-3	-1	3	2
[8] O=C(CCCN1C(=O)/C(=C\c2ccccc2)SC1=S)Nc1ccccc1O
  -1	-4	-3	-24	1	-8	-2	-17	0
[9] COc1cc2cc(Oc3ccc4ccc(=O)oc4c3)c(=O)oc2cc1OC(=O)C=C(C)C
  1	8	.	-3	.	-1	.	-4	0
[10] Cc1ccc(O)c(C(=O)c2cnc(/N=C(\N)N(C)C)nc2)c1
  6	4	3	1	8	8	1	10	5
[11] Cc1nc2ccc([N+](=O)[O-])cc2c(=O)n1Cc1ccc(F)cc1
  7	12	-3	-2	1	0	4	-2	2
[12] O=C(NCC(=O)N(c1cccnc1)C(C(=O)NC1CCCC1)c1ccc(F)cc1)c1ccco1 (stereo unspecified)
  2	-11	.	-3	.	-3	.	3	-3
[13] Cc1nn2c(-c3ccc(Cl)cc3)nnc2s1
  -3	7	-3	-1	1	16	2	0	-3
[14] C=CCC(=O)NC1CCCc2c1cnn2-c1cc(F)cc(F)c1 (stereo unspecified)
  -6	-3	-4	-3	4	-4	4	9	4
[15] NC(=O)c1ccc(NC(=O)CNC(=O)c2sc3ccccc3c2Cl)cc1
  -3	-5	-6	-2	2	.	-6	-10	-8
[16] CC(=O)NC(Cc1ccc(F)cc1)C(=O)NC1CCN(C(=O)Nc2cccc(C)c2)CC1 (stereo unspecified)
  -3	-6	9	-6	6	1	10	-11	1
[17] CN(C)c1nc(N(C)C)nc(N(C#N)CN2C(=O)c3ccccc3C2=O)n1
  3	4	.	-4	.	4	.	9	-1
[18] COc1cc(OC)cc(C(=O)NC(C(=O)NCCN(C)C)C23CC4CC(CC(C4)C2)C3)c1 (stereo unspecified)
  2	1	-9	1	6	5	-1	-16	-3
[19] Cc1ccccc1NC(=O)CN1C(=O)COc2ccc(S(=O)(=O)N3CCCC3)cc21
  -2	-6	9	-3	5	7	5	3	-5
[20] O=C(C1=C[C@H](c2ccc(Br)cc2)C[C@H](OCc2ccc(CO)cc2)O1)N1CCOCC1
  6	-1	4	0	4	2	-4	43*	-1
[21] O=C(NNC(=O)C12CC3CC(CC(C3)C1)C2)c1ccco1
  1	-3	11	-7	6	3	8	1	2
[22] CCOc1ccc(C(=O)NCC(=O)NCCCSc2ccccc2)cc1OCC
  0	0	6	-3	1	-5	7	3	-2
[23] COc1cccc(NC(=O)CN(C)C(=O)c2cccc(NS(=O)(=O)c3ccccc3)c2)c1
  20	-8	2	-4	7	.	10	2	-3
[24] COc1ccc(C(=O)N2CCN(C)C(=O)[C@@H]2C)cc1OC1CCN(C(C)=O)CC1
  -1	-2	-2	-10	-4	-3	2	-7	4
[25] CCOC(=O)C1=C(COC(=O)C(C)(C)Oc2ccc(Cl)cc2)NC(=O)NC1C (stereo unspecified)
  7	-1	-1	1	2	.	-3	-7	0
[26] CC[C@@H]1CCCCc2ccccc2[C@H](C(=O)C[C@@H](O)CC(C)=O)OC1=O
  -1	.	-5	-7	-3	.	15	3	.
[27] COc1ccc(Br)c(C(=O)N2CCN(S(=O)(=O)c3cccs3)CC2)c1
  -4	0	10	2	11	6	3	16	3
[28] Fc1ccc(NC(=S)Nc2cccnc2)c(Cl)c1
  9	3	-4	-2	2	4	-4	-1	0
[29] CC(OC(=O)c1ccc2ncsc2c1)C(=O)Nc1ncc(Cl)cc1Cl (stereo unspecified)
  5	3	-2	1	-2	1	3	6	1
[30] Cc1cc2ccccc2nc1SCC(=O)N1c2ccccc2CC1C (stereo unspecified)
  5	-1	-4	2	0	-1	2	-4	-4
[31] CN(C)c1nc(NCc2ccccc2)nc(SCC(=O)Nc2ccccc2)n1
  1	-16	1	-1	-1	2	1	-13	-5
[32] Cc1ccc2c(c1)NCCO2
  8	2	-6	-3	4	-4	-2	11	3
[33] CCCCCCN(C(=O)CCCCCN1C(=O)NC(c2cccc([N+](=O)[O-])c2)C(C(=O)OCc2ccccc2)=C1C)C(C(=O)NCCCC)c1ccc(OCC(=O)OC)c(C(=O)OC)c1 (stereo unspecified)
  12	-1	.	3	.	-14	.	8	-5
[34] CCN(CC)C(=O)N(CC)Cc1ccccc1
  6	-2	2	-1	0	5	2	0	-3
[35] CCN(C(=O)COC(=O)/C=C/c1cccc(Br)c1)C1CCS(=O)(=O)C1 (stereo unspecified)
  5	18	-5	5	-8	-1	-3	8	3
[36] O=C(CN1C(=O)/C(=C/c2ccccc2F)Sc2ccccc21)NCc1cccnc1
  6	-6	-5	-4	1	2	9	-27	-1
[37] O=C1/C(=C/c2cccnc2)SC(=S)N1c1ccc(F)cc1
  -1	0	3	-1	0	-3	-3	9	-2
[38] COc1ccc(-c2nc(CS(=O)CC(=O)NCCCN3CCCC(C)C3)c(C)o2)cc1OC (stereo unspecified)
  6	-6	1	-2	1	3	6	1	1
[39] COc1cc(C(=O)OCCN2CCOCC2)ccc1O
  8	-1	1	-2	6	1	1	-2	2
[40] CC1CN(C(=O)/C=C/c2ccc([N+](=O)[O-])s2)CC(C)O1 (stereo unspecified)
  2	-1	2	-4	13	13	10	20	-1
[41] O=C(O)c1ccc(Nc2ccc3nonc3c2[N+](=O)[O-])cc1
  1	-2	-4	0	-4	2	5	-10	2
[42] CCCCN(C(=O)c1ccc(N2CCCC2=O)cc1)c1c(N)n(CCC)c(=O)[nH]c1=O
  -7	-6	6	2	6	.	-2	3	1
[43] Cc1onc(-c2ccccc2Cl)c1C(=O)N1CCN(c2ccc(F)cc2)CC1
  3	-4	6	3	8	6	6	-4	1
[44] COc1ccccc1CNC(=O)C1CCCCN1S(=O)(=O)c1ccccc1 (stereo unspecified)
  5	7	-10	2	0	-1	1	-5	1
[45] CC(=O)N1CCN(c2ccccc2NC(=S)NC(=O)c2cc3ccccc3o2)CC1
  1	-4	0	-2	0	1	3	14	-6
[46] C=CCOC(=O)c1[nH]c2c(c1C)C(=O)CC(c1ccco1)C2 (stereo unspecified)
  4	-10	.	-3	.	-5	.	2	-4
[47] Cc1ccc(S(=O)(=O)N2CCC(C(=O)N[C@@H](C)C(=O)NCC3CCCO3)CC2)cc1 (stereo partly specified)
  -11	-7	0	-14	-1	6	4	3	-4
[48] COc1ccc(CCn2cnc(=O)c(C#N)c2C)cc1OC
  2	0	-2	-6	1	10	5	0	-2
[49] CN(C)S(=O)(=O)N(CC(=O)N(Cc1ccccc1)Cc1ccccc1)c1ccccc1
  5	0	38*	3	-2	2	-2	-5	2
[50] COC(=O)C(C#N)C(=C1C(=O)CC(C)(C)CC1=O)c1ccc(O)cc1 (stereo unspecified)
  -4	-3	0	-4	10	5	6	0	0
[51] COc1ccc(C(=O)N2CC(c3ccc(Cl)cc3)CC2=O)cc1 (stereo unspecified)
  -1	0	.	-2	.	1	.	3	0
[52] C(#CC12CC3CC(CC(C3)C1)C2)CN1CCOCC1
  -2	0	-4	0	13	12	9	14	-2
[53] O=c1[nH]nc(Cc2ccccc2)c2ccccc12
  -3	-2	-2	0	10	-4	5	-10	-2

Record cards (already shown). Order of screens: pPAFAH FP inh | LYPLA2 counter | PAFAH2 inh | PAD4 inh | PAFAH1B2 FP inh | GSTO1 inh | PAFAH1B3 FP inh | PREPL inhibitor | LYPLA1 inh
`Cc1ccc(S(=O)(=O)N2CCC(C(=O)N[C@@H](C)C(=O)NCC3CCCO3)CC2)cc1` (stereo partly specified) in the list: -11 | -7 | 0 | -14 | -1 | 6 | 4 | 3 | -4
`Cc1ccc2c(c1)NCCO2` in the list: 8 | 2 | -6 | -3 | 4 | -4 | -2 | 11 | 3
`COc1ccc(C(=O)N2CCN(C)C(=O)[C@@H]2C)cc1OC1CCN(C(C)=O)CC1` in the list: -1 | -2 | -2 | -10 | -4 | -3 | 2 | -7 | 4

Laid out differently: entries from further up
#	Molecule	pPAFAH FP inh	LYPLA2 counter	PAFAH2 inh	PAD4 inh	PAFAH1B2 FP inh	GSTO1 inh	PAFAH1B3 FP inh	PREPL inhibitor	LYPLA1 inh
45	CC(=O)N1CCN(c2ccccc2NC(=S)NC(=O)c2cc3ccccc3o2)CC1	1	-4	0	-2	0	1	3	14	-6
46	C=CCOC(=O)c1[nH]c2c(c1C)C(=O)CC(c1ccco1)C2 (stereo unspecified)	4	-10	.	-3	.	-5	.	2	-4
47	Cc1ccc(S(=O)(=O)N2CCC(C(=O)N[C@@H](C)C(=O)NCC3CCCO3)CC2)cc1 (stereo partly specified)	-11	-7	0	-14	-1	6	4	3	-4
48	COc1ccc(CCn2cnc(=O)c(C#N)c2C)cc1OC	2	0	-2	-6	1	10	5	0	-2
49	CN(C)S(=O)(=O)N(CC(=O)N(Cc1ccccc1)Cc1ccccc1)c1ccccc1	5	0	38*	3	-2	2	-2	-5	2
50	COC(=O)C(C#N)C(=C1C(=O)CC(C)(C)CC1=O)c1ccc(O)cc1 (stereo unspecified)	-4	-3	0	-4	10	5	6	0	0

The list is partial; count on the stated rates, not on these rows.
